Screens deposited in PubChem BioAssay by National Center for Advancing Translational Sciences (NCATS).
LMNA splice mod = qHTS Assay for Modulators of Lamin A Splicing; HeLa LMNA splicing GFP/RFP minigene ratio, 48 h; Potency, µM (top dose mostly 46.1 µM), without a hit: top-dose ratio change, negative = inhibition, actives largely listed as inhibitors; actives 0.01% (n = 200,000); AID 1487, 2009; active means well fitted inhibition curve with a large enough effect in the signal ratio, with a control signal flat, not every such curve was filed as active; inconclusive means small, poorly fitted or top-dose-only effect, or effect the other way, or a change in a side signal; the % refers to the signal ratio
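Read-out is the ratio of GFP to DsRed2 object intensity, acquired by 488 nm laser-scanning cytometry on HeLa lamin A-EGFP minigene reporter cells. Compound incubation 48 hrs at 37 °C in Opti-MEM with 2% FBS; DMSO 0.5% final.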
Tau fibril ThT = qHTS for Inhibitors of Tau Fibril Formation, Thioflavin T Binding. Microtubule-associated protein tau (Homo sapiens), P10636. recombinant tau K18 P301L (four-repeat tau fragment), heparin-induced fibrillization, ThT fluorescence. Potency, µM (doses to about 57.4 µM), for inactives: top-dose activity, negative = inhibition, hits mostly inhibitors. actives 2.1% (n = 270,000); active means well fitted inhibition curve with a large enough effect; inconclusive means small, poorly fitted or top-dose-only effect; further: nearly all actives have a fitted effect of over 55% in size
Target sequence (P10636 561-689 P618L limits assumed): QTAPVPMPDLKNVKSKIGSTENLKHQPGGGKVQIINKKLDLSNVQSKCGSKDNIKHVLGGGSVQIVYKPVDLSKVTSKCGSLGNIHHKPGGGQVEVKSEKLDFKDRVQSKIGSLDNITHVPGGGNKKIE
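Heparin-induced (20 uM) aggregation of recombinant human K18 P301L tau, 15 uM unlabeled with 0.24 uM labeled, pH 7 acetate buffer, 6 hr at 37 C with compound. Fibrils quantified by 30 uM ThT fluorescence after 1 hr ambient incubation.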
The depositor's hits bear a star; u = inconclusive; [ ] = dose if it differs, or a comment. On the % scale 0 is the no-effect control and ±100 the full control effect; potency means the concentration at half of the fitted maximal effect. A portion of the library. The share of hits here may be higher or lower than overall.

SMILES	LMNA splice mod	Tau fibril ThT
O=C(CCc1ccccc1)NC1CC(=O)N(c2ccccc2)C1 (stereo not drawn)	-1.5%[46 µM]	-7.8%
Cc1ccc(CNC(=O)NC2COc3ccccc3C2)cc1 (stereo not drawn)	5.5%[46 µM]	-0.8%
CCCc1cnc2c(c1SCC(=O)NCc1ccc(C)cc1)c(=O)n(C)c(=O)n2C	9.1%[46 µM]	-10.2%
O=C(C1CCC(Cn2c(=O)c3sccc3n(Cc3cccc(F)c3)c2=O)CC1)N1CCOCC1 (stereo not drawn)	9.4%[46 µM]	-9.1%
COc1ccc(C(=O)N2CCN(c3nc4c(C)c(Cl)ccc4s3)CC2)c(OC)c1	u	u
CC1CCc2nc3ncn(Cc4ccc(Cl)cc4)c(=O)c3cc2C1 (stereo not drawn)	12.7%[46 µM]	0.3%
CCSC1=NC2(CCN(C(=O)NC3CCCCC3)CC2)N=C1c1ccc(Cl)cc1	-0.5%[46 µM]	-4.3%
CCN(Cc1ccccc1)S(=O)(=O)c1ccc(F)c(C(=O)Nc2cc(C(F)(F)F)ccc2Cl)c1	-16.5%[46 µM]	-1.8%
COc1ccccc1NC(=O)c1cc(S(=O)(=O)NCCc2ccccc2)ccc1F	-2.8%[46 µM]	-2.5%
O=C(NCCC1=CCCCC1)c1ccc2c(=O)n3nc(Nc4ccccc4)sc3nc2c1	u	u
COc1cc(OC)c(N(C)C(=O)c2sc3nc4n(c(=O)c3c2C)CCCCC4)cc1Cl	6.3%[46 µM]	-4.5%
COCCCNC(=O)NC(CCC(C)C)c1c(-n2cccc2)sc2c1CCN(C)C2 (stereo not drawn)	-0.1%[46 µM]	-5.2%
O=S(=O)(Nc1cccc(-c2ccc(N3CCOCC3)nn2)c1)c1ccc(F)cc1F	u	-0.3%
COc1ccc(Cl)cc1NC(=O)c1cnc(N2CCCCC2)c2ccccc12	-20.1%[46 µM]	-11.2%
CCc1ccc(NC(=O)c2cnc3c(-c4ccccc4)c(C)nn3c2C)cc1	2.7%[46 µM]	u
CCCCSCCCNC(=O)c1c[nH]c2ccc(S(=O)(=O)Nc3cccc(OC)c3)cc2c1=O	20.5%[46 µM]	5.3%
Cc1ccc(CCNC(=O)c2nnc(Cc3cccc(F)c3)o2)cc1	3.5%[46 µM]	-13.6%
COc1ccc(S(=O)(=O)NCCc2sc3nc(-c4ccc(C)cc4)nn3c2C)cc1C	-19.3%[46 µM]	3.1%
COC(=O)c1ccc2c(=O)n3nc(Nc4ccc(F)cc4F)sc3nc2c1	13.3%[46 µM]	u
Cc1cc(C)cc(-n2ccnc2SCC(=O)Nc2ccc(C)c(Cl)c2)c1	-16.5%[46 µM]	-14.7%
CCOc1ccc(Cn2c(CNS(=O)(=O)c3c(C)cc(C)cc3C)nc3cccnc32)cc1	0.7%[46 µM]	-7.2%
CC(=O)Nc1ccc(S(=O)(=O)Nc2ccc(-c3cn4c(C)csc4n3)cc2)cc1	-7.7%[46 µM]	u
Cc1cccc(C)c1NC(=O)c1cc(S(=O)(=O)N2CCc3ccccc3C2)ccc1F	-9.5%[46 µM]	0.1%
CCOC(=O)c1ccc(NC(=O)Cn2cc(C(=O)c3ccc(Cl)cc3)c(=O)c3ccc(C)nc32)cc1	u	-9.6%
Cc1ccc(NC(=O)CCC(=O)N2Cc3ccccc3Oc3ncccc32)c(C)c1	12.2%[46 µM]	0.0%
Next part.
SMILES	LMNA splice mod	Tau fibril ThT
Cc1ccccc1-c1nc(SCC(=O)NCc2ccco2)c2c(=O)n(C)c(=O)n(C)c2n1	u	5.7%
CN(C)c1ccc(C(CNC(=O)Cc2ccc(Cl)cc2)N2CCOCC2)cc1 (stereo not drawn)	-20.2%[46 µM]	u
CCc1ccc(CNC(=O)c2cc(=O)[nH]c3ccc(S(=O)(=O)N4CCCCC4)cc23)cc1	-6.1%[46 µM]	9.0%
O=C(Cc1ccc(Cl)cc1)Nc1nnc2n1CCS2	u	-1.4%
CCOc1ccccc1CNC(=O)CCCn1c(=O)c2cccn2c2ccc(F)cc21	u	-2.8%
COc1ccc(C(=O)Nc2nc3n(n2)C(c2ccccc2)C=C(c2ccccc2)N3)cc1 (stereo not drawn)	u	u
COc1ccc(-c2nc(Cn3c(=O)cc(-c4ccccc4)c4c(C)nn(C)c43)c(C)o2)cc1OC	u	-6.5%
O=C(Nc1ccc(Br)cc1)c1ccc(Br)c(S(=O)(=O)NCc2ccccc2)c1	-18.1%[46 µM]	6.0%
COc1cc(NC(=O)CSc2nc3ccccc3nc2Cc2ccc(Cl)cc2)cc(OC)c1	2.6%[46 µM]	8.6%
CC(C)CCNC(=O)c1ccc2c(c1)N(C)C(=O)c1ccccc1S2	u	-3.7%
CSc1cccc(NC(=O)c2cc3c(COC(C)=O)cnc(C)c3oc2=O)c1	13.1%[46 µM]	-11.2%
COc1ccc(NC(=O)CSc2nc3ccccc3n2Cc2cccc(OC)c2)cc1	8.9%[46 µM]	-9.3%
CCOC(=O)c1ccc(CSc2nnc3cc(C)c4ccccc4n23)cc1	u	u
CCOC(=O)c1c(S(=O)(=O)N2CCCC(C(=O)NCc3ccc(F)cc3)C2)c(C)n(CC)c1C (stereo not drawn)	6.8%[46 µM]	9.3%
CCOc1ccc(S(=O)(=O)NCCc2csc3nc(-c4ccc(OC)c(OC)c4)nn23)cc1	-1.3%[46 µM]	-9.9%
Cc1ccc(NC(=O)C2CCN(c3nc4ccccc4[nH]3)CC2)c(C)c1	-0.3%[46 µM]	-8.0%
CN(C)S(=O)(=O)c1ccc2c(c1)N(CC(=O)N1CCN(c3ccc(F)cc3)CC1)CCS2	-0.1%[46 µM]	-10.0%
COc1cccc(Cn2c(CNS(=O)(=O)c3ccc(Cl)s3)nc3cccnc32)c1	-19.5%[46 µM]	-11.9%
Cc1cccc(NC(=O)C(=O)NCC(c2ccc3c(c2)OCO3)N2CCOCC2)c1C (stereo not drawn)	9.5%[46 µM]	-9.3%
COc1ccc(-n2ccn(Cc3ccccc3C)c(=O)c2=O)cc1	19.0%[46 µM]	u
COCCCNC(=O)C1CCCN(c2nn3cc(-c4ccc(C)cc4)nc3s2)C1 (stereo not drawn)	u	u
CC(=O)c1ccc(NC(=O)c2nn(C)c3c2CS(=O)(=O)c2ccccc2-3)cc1	u	-12.8%
CC(=O)N1CCc2c(sc3c2c(=O)n(-c2cccc(Cl)c2)c(=O)n3Cc2ccc(F)cc2Cl)C1	u	1.8%
Cc1ccc(NC(=O)c2nn(C)c3c2CS(=O)(=O)c2ccccc2-3)c(Cl)c1	u	-13.7%
CC1=C(C(=O)Nc2ccc(F)cc2F)C2(CCCCCC2)OC1=O	7.3%[46 µM]	-3.5%
New compounds follow.
SMILES	LMNA splice mod	Tau fibril ThT
COc1ccc(Nc2cc(C)nc3c(C)c(C)ccc23)cc1	u	-12.2%
CCC(C)NC(=O)c1cccc(NC(=O)c2nsc3ccccc23)c1 (stereo not drawn)	u	-8.1%
Cc1cccc(C(=O)Nc2nnc(S(=O)(=O)N3CCC(C)CC3)s2)c1	21.0%[46 µM]	u
Cc1cccc(-c2nc(-c3ccc4c(c3)[nH]c(=O)n4C)no2)c1	21.2%[46 µM]	u
CCC(=O)NCC(c1ccc2c(c1)OCO2)N1CCN(c2ccccc2)CC1 (stereo not drawn)	u	7.9%
O=C(Nc1ccc(F)cc1F)C(Cc1ccccc1)N1Cc2ccccc2C1=O (stereo not drawn)	2.9%[46 µM]	3.7%
Cc1ccccc1CNC(=O)C(=O)NCC(c1cccs1)S(=O)(=O)c1ccc(Cl)cc1 (stereo not drawn)	4.1%[46 µM]	-3.1%
Cc1ccc(C)c(N2CCN(c3ncnc4c3nc3n4CCCC3)CC2)c1	-6.7%[46 µM]	-27.9%
Cc1ccc(C(=O)Nc2ccccc2C(=O)OCc2cc(=O)n3nc(C4CC4)sc3n2)cc1	13.6%[46 µM]	7.7%
CCOC(=O)CSc1nc2cc3c(cc2c(=O)n1CCCC(=O)NCCc1ccc(OC)c(OC)c1)OCO3	7.9%[46 µM]	-7.5%
COc1ccccc1CNC(=O)CSc1nc(=O)[nH]c2c1CCCC2	-4.3%[46 µM]	-1.0%
Cc1oc2ncnc(N3CCOCC3)c2c1C(=O)N(Cc1ccccc1)C(C)C	9.7%[46 µM]	0.8%
COC(=O)c1sc(NC(=O)c2cc3nc(-c4ccc(Br)cc4)cc(C(F)(F)F)n3n2)c(C(=O)OC)c1C	16.9%[46 µM]	-9.0%
Cn1cc(S(=O)(=O)c2cccc(Cl)c2)c(=O)c2cc(F)c(N3CCCCCC3)cc21	9.1%[46 µM]	-4.3%
Cc1cc(C)cc(NC(=O)CSCc2cc(=O)c3cc(Cl)ccc3[nH]2)c1	u	2.7%
Cc1ccc(N(Cc2cccs2)C(=O)c2ccco2)cc1	27.8%[46 µM]	-5.6%
CCOC(=O)c1cccc(NS(=O)(=O)c2cc3[nH]c(=O)c(=O)[nH]c3cc2C)c1	15.9%[46 µM]	-3.6%
Cc1cc2n(n1)CCCN2C(=O)Nc1ccc(Cl)cc1	17.0%[46 µM]	11.8%
Cc1ccccc1OCC(=O)Nc1ccc2nc(SCC(N)=O)sc2c1	u	-8.8%
CCOC(=O)C1CCCN(C(=O)Cn2ncc3c([nH]c4ccc(C)cc43)c2=O)C1 (stereo not drawn)	8.9%[46 µM]	3.1%
CCN1CCc2c(sc(-n3cccc3)c2C(C)NC(=O)Nc2ccccc2C)C1 (stereo not drawn)	u	-12.6%
Cc1ccc(Cn2c(SCC(=O)C(C)(C)C)nc3ccsc3c2=O)cc1	7.1%[46 µM]	0.0%
CC(=O)N1CCCc2cc(S(=O)(=O)N3CCC(C(=O)N(C)C4CCCCC4)CC3)ccc21	20.1%[46 µM]	-2.3%
CCOC(=O)c1nc(N2CCN(c3ccc(F)cc3)CC2)c2c(C)noc2n1	15.5%[46 µM]	-0.9%
CCCn1c2ccccc2c2cnn(CC(=O)NCCc3ccc(OC)cc3OC)c(=O)c21	3.2%[46 µM]	-0.1%

Four of the compounds above, bar-delimited.
Compound | LMNA splice mod | Tau fibril ThT
CCOC(=O)c1c(S(=O)(=O)N2CCCC(C(=O)NCc3ccc(F)cc3)C2)c(C)n(CC)c1C (stereo not drawn) | 6.8%[46 µM] | 9.3%
CCOc1ccc(S(=O)(=O)NCCc2csc3nc(-c4ccc(OC)c(OC)c4)nn23)cc1 | -1.3%[46 µM] | -9.9%
Cc1ccc(NC(=O)C2CCN(c3nc4ccccc4[nH]3)CC2)c(C)c1 | -0.3%[46 µM] | -8.0%
CN(C)S(=O)(=O)c1ccc2c(c1)N(CC(=O)N1CCN(c3ccc(F)cc3)CC1)CCS2 | -0.1%[46 µM] | -10.0%

Next section:
SMILES	LMNA splice mod	Tau fibril ThT
CCN(C(=O)CSc1nc2ccccc2n1CC(=O)Nc1ccccc1C)c1ccccc1	-6.4%[46 µM]	-10.9%
CCOC(=O)c1c(NC(=O)c2cc(-c3ccccc3)on2)sc2c1CCCC2	1.7%[46 µM]	-13.6%
Cn1c(-n2cccc2)c(-c2c(-c3ccc(F)cc3)[nH]c3c2c(=O)n(C)c(=O)n3C)c(=O)n(C)c1=O	u	6.1%
Cc1ccc(S(=O)(=O)Nc2cccc(-c3ccc(N4CCC(C)CC4)nn3)c2)s1	-5.2%[46 µM]	0.3%
COc1cc(C)ccc1OCCSc1nc2ccc(NC(=O)c3ccco3)cc2s1	u	u
CCOc1ccc(NC(=O)CSc2nc3ccsc3c(=O)n2C(C)CC)cc1 (stereo not drawn)	u	0.8%
Cc1ccc(NC(=O)c2c3c(nc4ccccc24)C(=O)N(C2CCCCC2)C3)cc1F	u	9.5%
CCOc1ccc(CNC(=O)c2ccc3nc(C(C)C)oc3c2)cc1	16.6%[46 µM]	8.8%
O=C(CSc1nc2c([nH]c3ccccc32)c(=O)n1-c1ccccc1)c1ccccc1	7.9%[46 µM]	-1.0%
COc1ccc(-c2nc(CCNC(=O)c3ccccc3)cs2)cc1OC	-5.0%[46 µM]	u
CC1CCCN(CCCNC(=O)Cn2ncc3c([nH]c4ccccc43)c2=O)C1 (stereo not drawn)	5.2%[46 µM]	-10.3%
CNC(=O)C1CCC(Cn2c(=O)c3sccc3n(Cc3cc(C)ccc3C)c2=O)CC1 (stereo not drawn)	6.6%[46 µM]	3.0%
Cc1ccc(-n2ncc(C(=O)NCCN3CCc4ccccc4C3)c2C2CCN(C(=O)OC(C)(C)C)CC2)c(C)c1	-2.9%[46 µM]	-17.2%
CSc1nc2c(c(=O)[nH]1)C(c1cccc(F)c1F)CC(=O)N2 (stereo not drawn)	22.2%[46 µM]	3.1%
COc1ccc(NC(=O)N2CCOc3ccc(Cl)cc32)cc1	-1.2%[46 µM]	-9.7%

A second format for some results above:
Results follow in this order: LMNA splice mod	Tau fibril ThT
CC(C)CCNC(=O)c1ccc2c(c1)N(C)C(=O)c1ccccc1S2
→ u	-3.7%
CSc1cccc(NC(=O)c2cc3c(COC(C)=O)cnc(C)c3oc2=O)c1
→ 13.1%[46 µM]	-11.2%
COc1ccc(NC(=O)CSc2nc3ccccc3n2Cc2cccc(OC)c2)cc1
→ 8.9%[46 µM]	-9.3%
CCOC(=O)c1ccc(CSc2nnc3cc(C)c4ccccc4n23)cc1
→ u	u
